Screens from PubChem BioAssay.
Growth percent in the NCI-60 one-dose screen (48 h, 10 µM unless noted): 100 = growth as untreated, 0 = no growth, -100 = all killed.
DU-145 = DU-145 prostate cancer; hit rate 4.2% among 81,000
IGROV1 = IGROV1 ovarian cancer; hit rate 4.7% among 79,000; AID 1794786
OVCAR-8 = OVCAR-8 ovarian cancer. hit rate 4.4% among 81,000
SK-OV-3 = SK-OV-3 ovarian cancer cells; hit rate 3.2% among 80,000
OVCAR-5 = OVCAR-5 ovarian cancer. hit rate 2.9% among 82,000. AID 1794783
PC-3 = PC-3 prostate cancer cells | hit rate 3.9% among 80,000
OVCAR-4 = OVCAR-4 ovarian cancer cells; hit rate 3.7% among 80,000; AID 1794784
OVCAR-3 = OVCAR-3 ovarian cancer; hit rate 7% among 79,000
Starred values were filed as active, the others as inactive; / = not tested or not shown; [ ] = another dose, or the depositor's remark. How the source made its calls: active means growth percent below 10; inactive means the rest.

canonical_smiles	DU-145	IGROV1	OVCAR-8	SK-OV-3	OVCAR-5	PC-3	OVCAR-4	OVCAR-3
C/C=C(/C)N(C(C)=O)N(C(C)=O)c1ccc([N+](=O)[O-])cc1[N+](=O)[O-]	110	111	94	109	111	99	100	100
COc1ccccc1OCC(=O)Nc1nc2ccccc2[nH]1	101	109	81	89	99	93	105	100
Clc1ccc(Nc2ncnc3c2sc2ncccc23)cc1	20	66	12	29	58	54	85	57
COc1ccc(-c2nc3ccccc3n2C(=O)/C=C/c2ccccc2)cc1	106	106	91	99	99	76	83	100
Cc1cn(-c2cc(NC(=O)c3cccc(C#Cc4cccc5[nH]nc(N)c45)c3)cc(C(F)(F)F)c2)cn1	58	15	28	99	29	21	46	75
COc1ccc(-c2csc(N/N=C/c3c(C)nn(-c4ccccc4)c3-n3ccnc3)n2)cc1	95	108	77	101	109	67	74	90
NCc1c(Cl)c(Cl)c(CN)c(Cl)c1Cl	112	91	100	100	98	81	95	102
C/C(=N\NC1=NCCN1)c1cnn(C2=NCCN2)c1C	109	94	100	102	112	97	114	104
CCn1cc(C(=O)NNC(=S)Nc2cccc(C)c2)c(=O)c2ccc(C)nc21	74	71	67	91	70	58	55	67
NC(=NCCCCCCN=C(N)/N=C(\N)Nc1ccc(Cl)cc1)/N=C(\N)Nc1ccc(Cl)cc1	33	-24*	18	2.6*	29	21	21	17
COc1ccc(C2C=C(c3cc(OC)c(OC)c(OC)c3)N=C3SC=CN32)c(Br)c1 (stereo unspecified)	93	87	77	109	92	42	74	83
CCCCC(=O)Nc1nc2ccc(SCCC)cc2s1	67	54	57	66	69	48	81	23
NC(=O)c1[nH]cnc1/N=N/N(CCO)Cc1ccccc1	83	114	85	61	123	100	63	113
Fc1ccc(Nc2nc3nonc3nc2Nc2ccc(F)cc2)cc1	24	33	8.5*	3.7*	-17*	1.4*	5.7*	2.0*
COc1ccc(/C=C2\N=C(c3cccnc3)N(c3ccccc3)NC2=O)cc1	104	115	96	130	103	74	100	96
NCC(=O)NC(CO)C(=O)O (stereo unspecified)	104	106	101	101	103	97	104	118
COc1ccc(C=NC2C(O)OC(CO)C(O)C2O)cc1 (stereo unspecified)	111	105	100	100	110	82	100	111
CCOC(=O)/C=C/c1ccc(OC(C)=O)cc1	102	112	106	110	118	101	121	105
CC(C)(C)c1ccc(OC(=O)c2ccccc2)cc1	105	93	108	110	116	94	110	/
CC(COC(=O)c1ccccc1)N1CC2CCC(C1)O2 (stereo unspecified)	107	113	94	96	101	92	107	104
Cc1ccc(C2=N[C@@H](Cc3ccccc3)C(=O)c3c(nc4ccccn34)N2)cc1	117	89	93	109	99	81	102	99
CC(=O)Oc1cc(CN(Cc2ccccc2)C(C)=O)c(OC(C)=O)cc1CN(Cc1ccccc1)C(C)=O	105	113	92	102	112	87	93	103
CC(C)(C)CC(C)(C)NCC(O)COc1ccc2c(c1)CCC2 (stereo unspecified)	96	83	92	80	88	65	/	89
O=C(Nc1ccc(NC2=NCCN2)cc1)c1ccc(C(=O)Nc2ccc(NC3=NCCN3)cc2)cc1	98	99	91	101	103	97	/	108
COc1ccc(C2C3=C(COC3=O)N(CCO)c3cc(OC)c(OC)cc32)cc1 (stereo unspecified)	113	119	108	106	104	106	105	109
NC(N)=NN=C1CCC(C2CCCCC2)CC1 (stereo unspecified)	96	93	90	105	90	98	101	112
COc1ccc2c(c1)CC/C(=C\Nc1ccc(Cl)cn1)C2=O	105	118	100	102	102	/	100	111
O=S(=O)(NCC1CCCO1)C1CC(Cl)CC(Cl)C1 (stereo unspecified)	99[50 µM]	96[50 µM]	94[50 µM]	92[50 µM]	93[50 µM]	93[50 µM]	102[50 µM]	105[50 µM]
CC/C=C/C/C=C/C/C=C/C/C=C/C/C=C/C/C=C/CCC(=O)Nc1ccn([C@@H]2O[C@H](CO)[C@@H](O)C2(F)F)c(=O)n1	14	58	10	22	50	41	74	53
N#Cc1cccc[n+]1Cc1ccccc1	129	84	120	108	101	83	98	99
C=CCCCCCCCCC(C)(N)C(=O)O (stereo unspecified)	105	113	108	110	106	97	109	107
CCCCN1C(=O)CCC1=O	118	126	102	114	104	99	113	107
CCCSc1nc(Nc2ccc(S(N)(=O)=O)cc2)c(C#N)c(-c2cc(OC)c(OC)c(OC)c2)n1	26	35	10	65	59	13	28	25
Nc1nc(Nc2ccc(Cl)cc2)n(Cc2cccc(Br)c2)n1	12	-5.0*	2.5*	-2.6*	-24*	0.6*	9.7*	-35*
CCCCC(=O)O[C@H]1CCC2C3CCc4cc(O)ccc4C3CC[C@@]21C (stereo partly specified)	113	99	101	112	103	90	96	113
Cc1ccc(-c2nc3nc(-c4ccccc4)nc(N4CCN(S(=O)(=O)c5ccccc5)CC4)c3o2)cc1	97	89	75	77	99	96	100	93
CCOC(=O)C1C(=O)Nc2nc3ccccc3n2C1c1cccs1 (stereo unspecified)	104	95	106	104	92	90	98	97
COc1ccc(C2Sc3ccccc3N(CCN(C)C)C(=O)C2OC(C)=O)cc1 (stereo unspecified)	103	100	94	100	98	90	100	101
NCCC[C@H](N)C(=O)O	110	95	96	90	90	81	106	125
O=C(O)c1cc(N=Nc2ccc([N+](=O)[O-])cc2)ccc1O	103	/	/	90	94	89	89	90
CN1c2c(C(=O)O)cnn2CC1c1ccccc1 (stereo unspecified)	101	89	103	106	110	94	110	96
COC1CC(NC(C)=O)C(OC(=O)c2ccccc2)C(CBr)O1 (stereo unspecified)	112	103	111	102	101	97	104	109
Cc1cn(-c2cc(NC(=O)c3cncc(C#Cc4cnc5ccc(O[C@H]6CCOC6)nn45)c3)cc(C(F)(F)F)c2)cn1	92	65	93	119	80	97	90	/
COc1ccccc1N=c1scc(C)n1C	113	92	103	94	101	97	94	113
CC(C)(C)COC(=O)c1ccccc1	115	135	109	106	97	88	108	109
COc1ccc(Cn2cc(C(=O)Nc3cccnc3Nc3ccccc3)nn2)cc1	103	102	101	112	107	91	95	118
OCCN(CCO)c1ncnc2nc[nH]c12	107	110	103	105	108	102	107	104
COc1ccc2c(c1)=C(c1sc(Nc3nnc(C)s3)nc1O)C(=O)N=2	105	110	106	97	107	100	88	110
CC(=O)Oc1cccc([N+](=O)[O-])c1	107	94	112	94	113	100	103	103
CCCCC(=O)N/N=C/c1cc(I)cc(I)c1O	51	36	37	59	60	47	34	19

Reprinted from the results shown, 4 compounds:
canonical_smiles	DU-145	IGROV1	OVCAR-8	SK-OV-3	OVCAR-5	PC-3	OVCAR-4	OVCAR-3
COc1ccc2c(c1)CC/C(=C\Nc1ccc(Cl)cn1)C2=O	105	118	100	102	102	/	100	111
O=S(=O)(NCC1CCCO1)C1CC(Cl)CC(Cl)C1 (stereo unspecified)	99[50 µM]	96[50 µM]	94[50 µM]	92[50 µM]	93[50 µM]	93[50 µM]	102[50 µM]	105[50 µM]
CC/C=C/C/C=C/C/C=C/C/C=C/C/C=C/C/C=C/CCC(=O)Nc1ccn([C@@H]2O[C@H](CO)[C@@H](O)C2(F)F)c(=O)n1	14	58	10	22	50	41	74	53
N#Cc1cccc[n+]1Cc1ccccc1	129	84	120	108	101	83	98	99

(cont.)
canonical_smiles	DU-145	IGROV1	OVCAR-8	SK-OV-3	OVCAR-5	PC-3	OVCAR-4	OVCAR-3
COc1cc(/C=N/NC(=O)c2ccc(NS(C)(=O)=O)cc2)ccc1O	112	102	101	103	101	104	109	/
CC(=O)OC/C=C/c1ccccc1	107	106	105	97	101	92	97	107
IC(I)I	107	103	107	/	94	109	108	106
COc1ccc(-c2nc3ccc(-c4nc5ccc(N6CCN(c7ccc(F)cc7)CC6)cc5[nH]4)cc3[nH]2)cc1OC	80	73	63	81	96	63	80	90
O=C(NCc1ccccc1)C(=O)NCc1ccccc1	123	99	103	106	103	102	114	115
Cc1cc(=O)n2n1-c1ccc3ccccc3c1NC2c1ccc2c(c1)OCO2 (stereo unspecified)	108	84	91	91	100	85	90	97
COc1cc(OC)c(C(=O)C(CN(C)C)CN(C)C)cc1OC	87	109	104	85	110	95	54	1.1*
Cc1ccc(-c2cc(O)c(C(=O)N3CCOCC3)s2)cc1	108	106	91	96	101	95	112	103
O=Cc1c(OCc2cnnn2CC(=O)Nc2ccccc2Cl)ccc2ccccc12	108	94	95	/	102	92	102	106
CCCCNC(C(=O)c1ccccc1)c1ccc(OC)cc1 (stereo unspecified)	109	92	100	93	102	87	97	99
Cc1cc(C(=O)Nc2ccc(Cl)cc2Cl)c(C)o1	111	105	104	107	109	106	104	/
CCNC(=O)CCCC(=O)OC	121	118	108	111	112	108	110	117
CCC(C)OC(=O)/C=C\C(=O)NC(N)=O (stereo unspecified)	80	105	90	102	107	74	105	101
CC1SC(c2cccs2)N(Nc2ccccc2)C1=O (stereo unspecified)	109	107	97	107	111	99	99	114
COc1ccc(-c2cs/c(=N\N=C\c3cccc(C)c3)n2-c2ccccc2)cc1	101	95	99	95	97	64	91	93
COc1cc2c3c(n([C@H]4CCOC4)c(=O)c2cc1OC)-c1cc2c(cc1C3=O)OCO2	20	62	35	25	72	/	71	47
CC(=O)CCCN1C(=O)c2ccccc2C1=O	106	104	107	101	100	106	103	111
COc1ccccc1S(=O)(=O)Nc1ccc(-c2nnc3n2CCCCC3)cc1	121	109	85	115	107	87	123	97
O=C(c1ccccc1)c1ccncc1	105	110	98	99	99	100	101	111
O=C1NC(=O)c2c(CCCSc3nc4ccccc4c(=O)n3CCc3ccccc3)cccc21	111	97	84	86	102	89	61	115
COc1ccc(/C=C2/SC(N3CCN(c4ccc([N+](=O)[O-])cc4)CC3)=NC2=O)cc1	104	95	104	112	102	94	91	103
CCCCN(CCCC)CCCNc1c2c(nc3ccccc13)CCCC2	115	85	100	100	95	78	85	108
O=c1oc2ccc(Cl)cc2c(=O)n1-c1cc(C(F)(F)F)cc(C(F)(F)F)c1	14	16	7.7*	-11*	25	12	18	7.9*
COc1cccc(CNc2ccnc3oc4ccc(N)cc4c23)c1	86	63	59	77	92	68	55	62
CC(Sc1nc2sc3c(c2c(=O)n1-c1ccc(Cl)cc1)CCCC3)C(=O)Nc1ccccc1Br (stereo unspecified)	112	97	91	84	98	62	79	107
COc1ccc(C2=Nc3c(N)nc(N)nc3NC(c3ccc(Oc4nc(NCCO)nc(N5CCOCC5)n4)c(OC)c3)C2)cc1 (stereo unspecified)	117	95	105	117	112	106	105	105
CCn1c(SCC(=O)c2ccc(Br)cc2)nnc1-c1cc2c([nH]c3ccccc32)c(-c2cccc(O)c2)n1	85	88	78	87	95	69	71	80
CC(C(=O)O)n1c(O)c(C=Nc2cccnc2)sc1=S (stereo unspecified)	97	84	91	98	99	88	92	105
O=C1CC2C(/C=N/NC(=O)c3ccncc3)C(C[C@@H]2Cl)O1 (stereo partly specified)	108	105	78	82	98	90	100	110
Oc1ccc(Cl)cc1/C=N/N1CCCCCC1	107	/	112	107	95	/	/	113
CCOc1ccccc1C(=O)Nc1ccc(Br)cc1	99	83	94	82	86	83	87	87
COc1cc(-c2c(NC(C)(C)C)nc3c(OCCc4ccccc4)cccn23)cc(OC)c1OC	95	92	86	125	94	33	84	92
CCOC1(OCC)CCN(c2nc(CO)ncc2-c2ccc(C(F)(F)F)cc2)CC1	104	102	102	91	102	95	98	97
O=C1COCCN1c1ccc(Nc2nc(Cl)nc(NCCNc3nc(Cl)nc(Nc4ccc(N5CCOCC5=O)cc4)n3)n2)cc1	105	97	97	109	86	98	116	104
Nc1ccccc1NC(=O)c1ccc(CSc2nc(N3CCOCC3)c3cccn3n2)cc1	9.9*	21	16	6.2*	30	23	42	1.9*
CN(C)c1cnccn1	/	91	93	91	114	89	82	104
CC[C@H](Nc1ncnc2nc[nH]c12)c1nc2cccc(NCCCCCC(=O)NO)c2c(=O)n1-c1ccccc1	112	95	90	87	99	84	99	97
CC(C)C/C(=C\C(=O)O)C(=O)O	109	/	105	112	106	96	105	102
O=[N+]([O-])c1ccc(Oc2cc(Cl)c(Cl)cc2Cl)c(C(F)(F)F)c1	104	97	98	103	87	92	94	105
CC(C)(C)CC(C)(C)n1nnnc1C(NC12CC3CC(CC(C3)C1)C2)c1ccc(C(C)(C)C)cc1 (stereo unspecified)	107	105	99	121	105	97	97	108
CC(=O)Oc1ccc(OC(C)=O)c2c1C(=O)c1ccccc1C2=O	75	81	84	95	101	77	72	80
NS(=O)(=O)c1ccc(Nc2nc(SCC(=O)c3ccc(Br)cc3)nc3c2CCCC3)cc1	87	99	87	96	108	78	79	/
CCC1(CC)COC(c2ccccc2)OC1	128	99	106	103	99	75	101	129
O=c1[nH]c(N2CCOCC2)nc2sc3c(c12)CCCC3	102	98	98	101	103	76	106	106
COc1ccc2occ(/C=C3\SC(=S)N(CCC(=O)O)C3=O)c(=O)c2c1	101	101	96	103	107	86	102	/

Record cards, from the list above. Screens in order: DU-145, IGROV1, OVCAR-8, SK-OV-3, OVCAR-5, PC-3, OVCAR-4, OVCAR-3
Results for `CCn1c(SCC(=O)c2ccc(Br)cc2)nnc1-c1cc2c([nH]c3ccccc32)c(-c2cccc(O)c2)n1` → 85, 88, 78, 87, 95, 69, 71, 80
Results for `CCC1(CC)COC(c2ccccc2)OC1` → 128, 99, 106, 103, 99, 75, 101, 129
Results for `COc1cc(-c2c(NC(C)(C)C)nc3c(OCCc4ccccc4)cccn23)cc(OC)c1OC` → 95, 92, 86, 125, 94, 33, 84, 92
Results for `NS(=O)(=O)c1ccc(Nc2nc(SCC(=O)c3ccc(Br)cc3)nc3c2CCCC3)cc1` → 87, 99, 87, 96, 108, 78, 79, /
Results for `O=c1[nH]c(N2CCOCC2)nc2sc3c(c12)CCCC3` → 102, 98, 98, 101, 103, 76, 106, 106
